TLR9-MyD88 inh – inhibitors of human TLR9-MyD88 binding. Q9NR96+Q99836. CHO BLA complementation TLR9-MyD88, CCF4 FRET ratio. inhibition, % at 4.98 µM. actives 0.21% (n = 340,000);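 active = inhibition above the mean over all tested compounds plus 3 SD, cut at about 21% in these data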;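 also: 0% = DMSO only wells and 100% = clavulanate BLA inhibitor control wells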
ABCB6 inh 2 – inhibitors of human ABC transporter ABCB6; actives 0.19% (n = 360,000); fluorescence ratio to DMSO, % at 10 µM; K562-ABCB6 porphyrin accumulation, flow cytometry, 1 h; active compounds read low;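 active = fluorescence ratio to DMSO below 75%, the collection mean minus 3 SD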;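 also: signal is porphyrin accumulated inside mitochondria; 100% equals median channel fluorescence of DMSO control wells; lower ratio means ABCB6 inhibition with less porphyrin fluorescence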
Vif imaging – HIV Vif inhibition. AID 602346. HEK293T cells, Vif self-association by quenched fluorescence, imaging, 24 h. inhibition, % at 7.49 µM. actives 0.35% (n = 340,000); in the data active = inhibition above about 50%, passing the limit was not always enough; also: some results filed as inactive read as strong as hits
ABHD5-PLIN5 inh – inhibitors of human ABHD5-perilipin-5 interaction | inhibition, % at 4 µM | Q00G26+Q8WTS1 | actives 0.78% (n = 360,000) | Split G. princeps luciferase complementation, luminescence, 4 h;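 active = inhibition above the mean inhibition across every tested compound plus 3 SD, cut at about 22% in these data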;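 also: 0% = DMSO only wells and the 100% control is not disclosed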
Target sequence (Q00G26 whole entry, looked up): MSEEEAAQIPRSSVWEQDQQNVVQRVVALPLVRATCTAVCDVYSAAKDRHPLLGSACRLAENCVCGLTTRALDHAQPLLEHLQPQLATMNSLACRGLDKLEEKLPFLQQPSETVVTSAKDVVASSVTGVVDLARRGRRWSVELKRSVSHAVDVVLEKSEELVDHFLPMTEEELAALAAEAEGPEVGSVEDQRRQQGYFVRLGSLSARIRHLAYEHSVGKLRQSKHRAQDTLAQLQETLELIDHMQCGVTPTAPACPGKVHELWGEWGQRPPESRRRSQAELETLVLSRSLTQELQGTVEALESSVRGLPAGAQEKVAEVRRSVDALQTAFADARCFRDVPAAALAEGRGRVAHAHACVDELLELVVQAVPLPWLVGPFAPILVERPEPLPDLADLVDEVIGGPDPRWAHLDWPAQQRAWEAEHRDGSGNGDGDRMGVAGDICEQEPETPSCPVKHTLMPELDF
Target sequence (Q8WTS1 whole entry, looked up): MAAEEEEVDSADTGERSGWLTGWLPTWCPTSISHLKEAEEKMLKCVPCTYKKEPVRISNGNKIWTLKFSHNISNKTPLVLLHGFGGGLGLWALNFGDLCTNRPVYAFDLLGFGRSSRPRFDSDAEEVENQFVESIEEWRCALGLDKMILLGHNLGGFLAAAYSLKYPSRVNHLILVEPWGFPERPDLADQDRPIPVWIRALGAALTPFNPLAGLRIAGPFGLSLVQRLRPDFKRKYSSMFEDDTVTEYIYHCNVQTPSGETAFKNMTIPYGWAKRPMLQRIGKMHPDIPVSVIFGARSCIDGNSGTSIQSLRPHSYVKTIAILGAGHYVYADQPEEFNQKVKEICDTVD
MC4R antagonist – blocks human MC4R cAMP signaling; inhibition, % at 6.5 µM; MC4R-expressing cells, MTII-stimulated cAMP, LANCE TR-FRET; P32245; actives 0.48% (n = 360,000);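 active = inhibition above its plate's cutoff, the mean of tested wells on that plate plus 3 SD, cut at about 29% in these data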;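 also: 0% = Melanotan II alone and 100% = Melanotan II plus saturating MCL0020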
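Material: U2OS-MC4R stable cell line | Reagent: Melanotan II challenge after compound preincubation | Doses: One concentration, 6.5 µM nominal | Incubation: 30-min compound preincubation, 1-h Melanotan II challenge, 1-h detection, room temperature | Signal: TR-FRET cAMP assay | Replicates: One well per compound, no replicates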
aDG glyco up – alpha-DG glycosylation activation; Pro5-aDG cells, alpha-DG glycosylation AlphaScreen (IIH6); 0% Pro5, 100% B10-LARGE cell signal; activation, % at 10 µM; actives 0.22% (n = 360,000); AID 624168;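 active = activation of at least 8% versus controls, or a plate z-score of at least 8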;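 also: Pro5 are CHO cells carrying HIG-tagged alpha-DG that lacks glycosylation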
Granule exo inh – blocks lytic granule exocytosis. TALL-104 LAMP-1 surface exposure, flow cytometry; cells stimulated with thapsigargin and PMA. inhibition, % at 10 µM. actives 0.66% (n = 360,000). AID 651702;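 active = inhibition above about 55%, limit read from the data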
NOD2-RIPK2 inh – inhibitors of human NOD2-RIPK2 interaction | CHO BLA complementation NOD2-RIPK2, CCF4 ratio | O43353 | AID 624267 | actives 0.38% (n = 360,000) | inhibition, % at 4.98 µM; in the data active = inhibition above about 21%;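 also: 0% = vehicle only and 100% = reference blocker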
Glyco luc inh – blocks N-linked glycosylation in D54 reporter cells. D54 ERlucT glycosylation luciferase reporter, 24 h; percent of 100 nM tunicamycin response. reporter increase, % at 12.5 µM. actives 0.23% (n = 360,000). AID 588692;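 active = mean luciferase reporter signal, scaled so untreated is 0 and the glycosylation-blocking control 100, at or above a set limit in every replicate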;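 also: luciferase carries N-glycosylation sites so blocking glycosylation raises the light; 0% = median of neutral control wells and 100% = median of 100 nM tunicamycin wells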
MC4R ag barr – human MC4R agonism via beta-arrestin. U2OS MC4R beta-arrestin complementation, luminescence; percent of melanotan II response, DMSO zero. activation, % at 8.9 µM. actives 0.98% (n = 360,000). AID 540308;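 active = activation above a per-plate cutoff, the mean activation of sample wells on that plate plus 3 SD, cut at about 8% in these data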
* marks the source's active call; other numbers are inactive results; x = no result given.

SMILES	TLR9-MyD88 inh	ABCB6 inh 2	Vif imaging	ABHD5-PLIN5 inh	MC4R antagonist	aDG glyco up	Granule exo inh	NOD2-RIPK2 inh	Glyco luc inh	MC4R ag barr
Cn1c(=S)oc2ccccc21	-6	90	1	6	-4	0.0	-8	0	1	-1.6
COc1cc(NC(=O)c2sc3ncn(CC(=O)N4CCCCC4)c(=O)c3c2C)cc(OC)c1OC	-8	105	2	-6	-2	0.1	10	7	4	-1.2
COc1cccc(NC(=O)CNc2cc(S(=O)(=O)N3CCOCC3)ccc2N2CCCC2)c1	-12	97	-1	-2	5	-0.2	1	-4	-1	-0.7
CC(C)c1ccc(NC(=O)C2CCN(C(=O)[C@@H]3Cc4ccccc4CN3)CC2)cc1	2	100	1	9	-3	1.5	0	-1	0	1.5
O=C(Nc1ccc(-c2csnn2)cc1)C1CC1	-8	94	0	3	6	-0.1	-4	2	1	3.2
Cc1c(Cl)c(C(=O)NNC(=S)NCc2ccco2)nn1C	5	99	1	9	-3	-0.2	-2	-7	2	1.3
COc1ccc(C(CNC(=O)CN(C)S(=O)(=O)c2ccc(C)cc2)N2CCCC2)cc1 (configuration not stated)	-7	101	0	-5	3	0.2	-1	-1	0	0.0
O=C(c1ccc2nc3ccccc3c(=O)n2c1)N1CCN(Cc2ccc3c(c2)OCO3)CC1	0	100	7	3	6	-0.3	-6	8	-5	-1.1
O=C(Nc1ccc(S(=O)(=O)NC2=NCCCCC2)cc1)c1ccc2ccccc2n1	0	89	-7	11	1	1.0	5	0	-3	2.3
O=C(c1ccc(OC2CCN(CCc3ccccc3)CC2)cc1)N1CCCCC1CCCO (configuration not stated)	6	102	15	4	4	0.1	-1	-4	-1	-2.5
CC1CCCCN1CCNC(=O)C1CCN(S(=O)(=O)c2cccc3nsnc23)CC1 (configuration not stated)	-7	109	6	-6	13	0.3	-3	-3	0	-1.9
CN(C)C(=O)CSc1nc(-c2ccccc2)nc2c1CCCC2	-4	105	-4	4	16	-0.2	0	-1	1	0.8
CCOc1ccc(/C=C2/Sc3ccc(C(=O)NCC4CCCO4)cc3N(C)C2=O)cc1OC (configuration not stated)	-8	92	8	-8	3	4.5	6	-12	-5	-2.8
CCCNS(=O)(=O)c1cccn1-c1ncc(C(F)(F)F)cc1Cl	8	89	2	-2	3	0.1	6	7	0	-1.6
COC(=O)c1sccc1NC(=O)c1cc(OC)cc(OC)c1	-2	88	x	-5	-3	-0.1	0	-2	x	0.9
O=[N+]([O-])c1ccc(S(=O)(=O)c2cccc(C(F)(F)F)c2)nc1	17	100	-5	52*	12	-0.3	60*	79*	-12	-2.6
CCCn1cnc2c(SCc3ccccc3Cl)nc(N)nc21	3	96	-2	3	-10	-0.2	-1	2	-11	-1.7
COC(=O)c1ccc(Cn2c(C)c(C(=O)Nc3cccc(Oc4ccccc4)c3)sc2=O)o1	x	90	-7	2	4	0.1	0	3	-11	1.4
COc1ccc(NC(C)=O)cc1S(=O)(=O)Nc1ccc(S(=O)(=O)N2CCCCC2)cc1	9	94	11	8	-5	0.1	-1	-9	1	-1.9
O=C(COC(=O)c1ccccc1[N+](=O)[O-])NCCCc1ccccc1	1	95	-3	2	0	0.0	11	-9	0	-2.7
CC[C@]1(C(=O)OC)[C@H]2C(=O)N(Cc3ccccc3)C(=O)[C@H]2[C@H]2CN=C(SCc3ccc(C)cc3)N21	-8	98	-3	-2	5	-0.1	3	12	3	1.3
CC1CC(C)CN(C(=O)c2ccc3ccccc3c2)C1 (configuration not stated)	-3	92	3	-7	0	0.3	-1	4	-3	-3.0
Cc1nc2ccccc2c(=O)n1NC(=O)c1ccccc1Br	1	97	-7	6	9	-0.1	-12	2	-1	-0.7
ClC(CCN1CCN(Cc2ccccc2)CC1)c1ccccc1 (configuration not stated)	9	89	1	9	-2	0.1	3	-2	2	1.6
CC(C)Cn1c(N)c(C(=O)COC(=O)C2CCCCC2)c(=O)n(C)c1=O	-8	85	-4	-3	-1	4.3	2	-10	1	0.3

Sorted by count of non-hydrogen atoms (rising): 5 of the compounds above
SMILES	TLR9-MyD88 inh	ABCB6 inh 2	Vif imaging	ABHD5-PLIN5 inh	MC4R antagonist	aDG glyco up	Granule exo inh	NOD2-RIPK2 inh	Glyco luc inh	MC4R ag barr
Cn1c(=S)oc2ccccc21	-6	90	1	6	-4	0.0	-8	0	1	-1.6
O=C(Nc1ccc(-c2csnn2)cc1)C1CC1	-8	94	0	3	6	-0.1	-4	2	1	3.2
ClC(CCN1CCN(Cc2ccccc2)CC1)c1ccccc1 (configuration not stated)	9	89	1	9	-2	0.1	3	-2	2	1.6
CC1CCCCN1CCNC(=O)C1CCN(S(=O)(=O)c2cccc3nsnc23)CC1 (configuration not stated)	-7	109	6	-6	13	0.3	-3	-3	0	-1.9
COc1ccc(C(CNC(=O)CN(C)S(=O)(=O)c2ccc(C)cc2)N2CCCC2)cc1 (configuration not stated)	-7	101	0	-5	3	0.2	-1	-1	0	0.0

Back to the main list, starting two compounds before the break.
SMILES	TLR9-MyD88 inh	ABCB6 inh 2	Vif imaging	ABHD5-PLIN5 inh	MC4R antagonist	aDG glyco up	Granule exo inh	NOD2-RIPK2 inh	Glyco luc inh	MC4R ag barr
ClC(CCN1CCN(Cc2ccccc2)CC1)c1ccccc1 (configuration not stated)	9	89	1	9	-2	0.1	3	-2	2	1.6
CC(C)Cn1c(N)c(C(=O)COC(=O)C2CCCCC2)c(=O)n(C)c1=O	-8	85	-4	-3	-1	4.3	2	-10	1	0.3
Cc1sc(NC(=S)NC(=O)c2ccco2)c(C#N)c1C	1	100	17	-8	-2	-0.1	1	-3	3	-1.9
COc1ccc2nc(NC(=O)CSC(C)C(=O)Nc3cc(C)on3)sc2c1 (configuration not stated)	9	100	-3	-1	10	0.1	8	-7	4	-2.0
O=C(NCC1CCCO1)C(Cc1ccccc1)N1C(=O)C2C3C=CC(C4CC34)C2C1=O (configuration not stated)	3	100	14	-1	-6	-0.2	4	1	1	-0.3
CCS(=O)(=O)Nc1ccc(C2=NN(C(=O)c3ccco3)C(c3ccco3)C2)cc1 (configuration not stated)	1	95	x	-6	-19	0.3	2	2	15	-3.5
COc1ccc(C2CC(c3ccccc3)Nc3nc(NC(=O)c4ccco4)nn32)cc1 (configuration not stated)	-4	110	4	1	5	-0.3	0	-15	0	1.0
O=C1NCCN1C(=O)C12CC3CC(CC(C3)C1)C2	-8	98	4	3	3	-0.1	3	-1	0	-0.5
C=CC[C@@H](CC(=O)N(CCO)Cc1ccccc1)C(=O)N[C@H](COC(=O)[C@H](CC=C)CC(=O)OC(C)(C)C)Cc1c[nH]c2ccccc12	-7	95	-11	-4	11	0.5	11	5	-5	1.7
CCCCOc1ccc(/C=N/NC(=S)Nc2cc(C)ccc2C)cc1	5	95	-9	-1	1	0.7	0	-2	-1	12*
CC(C)N(C(=O)CSc1nnc(CN2CCCCCC2=O)n1-c1ccccn1)C(C)C	-4	101	-2	-15	-9	-0.1	0	-18	0	0.1
CC1(C2CCC3(C)OC3C2)CO1 (configuration not stated)	-2	99	14	7	7	-0.3	-3	8	-2	-0.9
CN(C)C(=O)c1nc(C#N)c(N(C)C)o1	-11	96	2	-3	0	-0.1	-1	-14	0	-0.2
O=C(COC(=O)Cn1cnc2ccccc21)Nc1cccc(S(=O)(=O)N2CCOCC2)c1	8	160	1	-3	12	-0.7	10	2	1	-1.7
CN(C(=O)c1cccc(OC2CCN(S(=O)(=O)N(C)C)CC2)c1)C1CCOC1 (configuration not stated)	1	102	-6	0	6	-0.1	2	-2	2	-2.0
O=C(Nc1ccc(N2CCN(c3ccc(O)cc3)CC2)cc1)Oc1ccccc1	-13	96	-1	-10	-7	-0.4	0	-4	7	26*
Cc1cc(C)n2nc(-c3sccc3-n3cccc3)cc2n1	-6	100	x	3	-3	0.3	5	-2	3	-1.2
COc1ccc(N2CC(NC(=O)N3CCN(c4ccccc4)CC3)CC2=O)cc1 (configuration not stated)	4	105	3	-5	9	0.1	-6	1	1	-1.3
Cn1c(O)c(C=NCCCCCC(=O)O)c(=O)n(C)c1=O	-5	93	-3	2	-1	-0.1	3	-16	2	-0.2
CN1C(C(=O)Nc2ccc(F)cc2F)=CC(c2ccco2)=NS1(=O)=O	-8	104	-3	-2	0	-0.1	4	8	-2	-1.7
Cc1ccc(SCCC(=O)OC(C(=O)NC(N)=O)C(C)C)cc1 (configuration not stated)	0	97	4	-5	0	0.0	1	-5	4	-0.2
Oc1ccc(C2C(c3ccccc3)=NN=C(c3ccccc3F)N2O)c(O)c1 (configuration not stated)	6	93	2	0	-21	-0.4	25	-5	-4	-2.5
Cc1cc(S(=O)(=O)N2CCC(NC(=O)C34CC5CC(CC(C5)C3)C4)CC2)ccc1-n1cnnn1	-5	97	11	-5	-4	0.2	0	-10	-3	-2.7
CN1CCc2c(sc3c2C(=O)NC(/C=C\c2ccccc2)N3)C1 (configuration not stated)	x	124	1	-7	-8	0.0	18	3	-2	-1.8
CCC(=O)NC(C)c1cc(Cl)c2cccnc2c1O (configuration not stated)	-4	100	-10	-9	3	0.5	2	-1	-3	-2.7
O=C(NCc1ccco1)c1cc(-c2ccccc2)on1	-10	92	-4	-10	-4	0.3	-4	-13	7	-1.6
O=C1CCCC1C(=O)Nc1ccc2ccccc2c1 (configuration not stated)	10	95	8	-1	6	0.0	10	2	1	-1.4
CC1CCCN(c2oc(-c3cccc4ccccc34)nc2C#N)C1 (configuration not stated)	-16	95	-1	-1	3	-0.6	-2	3	-1	-1.2

A portion of the library. The share of hits here may be higher or lower than overall.
